Screening data from PubChem BioAssay.
TDP1 inh: TDP1 (human) enzyme inhibition | Q9NUW8 | recombinant TDP1, AlphaScreen DNA substrate cleavage | Potency, µM (highest dose often 130 µM), inactives show top-dose activity change, negative = inhibition, usual class: inhibitors | 350,000 compounds, 0.28% hits | AID 485290; further: nearly all actives have a fitted effect of over 40% in size
Target sequence (Q9NUW8 whole entry, looked up): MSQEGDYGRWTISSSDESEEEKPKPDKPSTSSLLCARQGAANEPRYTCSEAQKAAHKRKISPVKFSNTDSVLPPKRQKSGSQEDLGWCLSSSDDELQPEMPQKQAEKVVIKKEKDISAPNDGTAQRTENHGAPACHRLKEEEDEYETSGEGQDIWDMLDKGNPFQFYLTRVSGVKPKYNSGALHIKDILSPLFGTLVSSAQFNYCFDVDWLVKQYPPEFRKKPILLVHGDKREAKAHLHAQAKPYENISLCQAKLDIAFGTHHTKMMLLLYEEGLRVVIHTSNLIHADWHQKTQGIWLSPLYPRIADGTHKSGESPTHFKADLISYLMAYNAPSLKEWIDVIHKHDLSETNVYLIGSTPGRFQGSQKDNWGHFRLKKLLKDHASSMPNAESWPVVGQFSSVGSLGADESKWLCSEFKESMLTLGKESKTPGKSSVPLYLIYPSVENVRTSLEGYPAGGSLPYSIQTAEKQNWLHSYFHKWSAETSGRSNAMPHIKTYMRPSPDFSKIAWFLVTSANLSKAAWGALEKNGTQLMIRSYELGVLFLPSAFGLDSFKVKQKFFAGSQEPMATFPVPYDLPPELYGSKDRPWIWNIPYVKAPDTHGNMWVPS
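Enzyme-compound mixtures sat 15 min at room temperature, followed by a 5 min reaction with 15 nM final substrate and 10 min with AlphaScreen beads. Recombinant human Tdp1 was used at 1 nM final.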
DT40 TDP1 no CPT: qHTS for Inhibitors of human tyrosyl-DNA phosphodiesterase 1 (TDP1): qHTS in cells in absence of CPT. Potency, µM (titrated, usually from 46.2 µM), inactives show at the top dose activity change, negative = growth inhibition, usual class: inhibitors. 420,000 compounds, 15% hits. AID 686978, 2013. DT40 Tdp1-/- hTDP1 cells, no CPT, ATP luminescence, 48 h; further: nearly all actives have a fitted effect of over 55% in size
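Growth kinetics read by CellTiter-Glo luminescence after ≥48 hr at 37 °C. Cells: DT40 Tdp1-/- stably carrying human TDP1, 400 per well, compound exposure in the absence of CPT (DMSO vehicle).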
TDP1 cell CPT: growth inhibition of DT40 Tdp1-/-;hTDP1 cells with camptothecin (screen for TDP1 inhibitors); chicken DT40 Tdp1-/-;hTDP1 cells + 20 nM CPT, ATP luminescence, 48 h; Potency, µM (highest dose often 46.2 µM), inactives show top-dose activity change, negative = growth inhibition, actives largely listed as inhibitors; 420,000 compounds, 12% hits; AID 686979; further: nearly all actives have a fitted effect of over 55% in size
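Chicken DT40 Tdp1-/- cells stably complemented with human TDP1 were seeded at 400 cells/well in medium containing 20 nM camptothecin, exposed to pin-transferred compounds, and grown at 37 °C for at least 48 hr. Viability was read as ATP luminescence.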
* = called active by the depositor; & = joins results of further samples; [ ] = dose if it differs, or a comment. The call rests on the fitted dose curve; in most records, active means well fitted curve in the direction sought with a large enough effect; inconclusive means small, poorly fitted or top-dose-only effect, or another doubt; inactive means no such curve, though single readings can be large; an effect the other way counts as inactive or inconclusive. On the % scale 0 is the no-effect control and ±100 the full control effect; potency means the concentration at half of the fitted maximal effect.

S=c1[nH]nc(CCc2ccccc2)n1-c1ccccc1 was read as TDP1 inh 8%, DT40 TDP1 no CPT -12% and TDP1 cell CPT -1%.
COc1ccc(N2CCN(CCC(N)=O)CC2)cc1 was read as TDP1 inh 2%, DT40 TDP1 no CPT -2% and TDP1 cell CPT 2%.
For COCC(=O)OCC(=O)Nc1cc(C(C)(C)C)nn1-c1ccccc1 the results were TDP1 inh 2%, DT40 TDP1 no CPT -22% and TDP1 cell CPT 4%.
Screening O=C1C2C3C=CC(C4CC34)C2C(=O)N1CCc1ccccc1 (stereo not given) returned TDP1 inh 1%, DT40 TDP1 no CPT -13% and TDP1 cell CPT -1%.
For Cc1cc(N)n(-c2ncnc3scc(-c4ccccc4)c23)n1 the results were TDP1 inh 4%, DT40 TDP1 no CPT -12% and TDP1 cell CPT -25%.
Screening CCOC(=O)c1c(NC(C)=O)c2c3c(sc2n1Cc1nc(-c2cccc(Cl)c2)oc1C)CCCC3 returned TDP1 inh -1%, DT40 TDP1 no CPT 0% and TDP1 cell CPT 13%.
O=C(/C=C/c1c(F)cccc1Cl)N1CCc2ccccc2C1 was read as DT40 TDP1 no CPT inconclusive and TDP1 cell CPT inconclusive.
`O=C(COc1nsnc1N1CCOCC1)Nc1cccc(Cl)c1` gave TDP1 inh 8%, DT40 TDP1 no CPT -12% and TDP1 cell CPT -5%.
`N#C/C(=C\c1cccc(OCC(=O)O)c1)c1nc2ccccc2[nH]1` gave TDP1 inh 6%, DT40 TDP1 no CPT 14% and TDP1 cell CPT 4%.
Screening COc1ccc(CC(=O)NNc2ncnc3c2cnn3C)cc1 returned TDP1 inh -5%, DT40 TDP1 no CPT -21% and TDP1 cell CPT -13%.
`COc1ccc(OC)c(C2=NOC(C(=O)NCCN3CCOCC3)C2)c1` (stereo not given) gave TDP1 inh 6%, DT40 TDP1 no CPT -4% and TDP1 cell CPT 3%.
Screening CC1(C)Cc2c(c(-c3ccccc3)nc3[nH][nH]c(=O)c23)CO1 returned TDP1 inh 11%, DT40 TDP1 no CPT 9% and TDP1 cell CPT -1%.
`COC(=O)c1ccc(NC(=O)c2ccccc2)o1` gave TDP1 inh -9%, DT40 TDP1 no CPT 12% and TDP1 cell CPT -2%.
`CCCCOc1ccc([N+](=O)[O-])cc1C(=O)O` gave TDP1 inh 0%, DT40 TDP1 no CPT -15% and TDP1 cell CPT -13%.
O=[N+]([O-])c1c(NCc2ccco2)ncnc1NCc1ccco1 was read as DT40 TDP1 no CPT -4% and TDP1 cell CPT -4%.
Screening COc1ccc(/C=C(\NC(=O)c2ccc(OC)cc2)C(=O)Nc2cccc(C(=O)O)c2)cc1 returned DT40 TDP1 no CPT 15% and TDP1 cell CPT 27%.
CC(=O)N/C(=N\OCc1ccccc1Cl)c1nonc1NC(C)=O was read as TDP1 inh 1%, DT40 TDP1 no CPT 0% and TDP1 cell CPT 6%.
Cc1cc(C)nc(N2N=C(C(F)(F)F)CC2=O)n1 was read as TDP1 inh 1%, DT40 TDP1 no CPT 1% and TDP1 cell CPT 22%.
`CC1CCc2sc(C(=O)N(C)CC(=O)Nc3cccc(F)c3)cc2C1` (stereo not given) gave TDP1 inh 5%, DT40 TDP1 no CPT inconclusive and TDP1 cell CPT inconclusive.
Screening Cc1ccc(Nc2c(-c3ccc(N4CCOCC4)cc3)nc3ncccn23)cc1C returned TDP1 inh 10%&1%, DT40 TDP1 no CPT inconclusive and TDP1 cell CPT inconclusive.

The closing 3 entries of the section before are carried over, then new ones follow.
Cc1cc(C)nc(N2N=C(C(F)(F)F)CC2=O)n1 was read as TDP1 inh 1%, DT40 TDP1 no CPT 1% and TDP1 cell CPT 22%.
`CC1CCc2sc(C(=O)N(C)CC(=O)Nc3cccc(F)c3)cc2C1` (stereo not given) gave TDP1 inh 5%, DT40 TDP1 no CPT inconclusive and TDP1 cell CPT inconclusive.
Screening Cc1ccc(Nc2c(-c3ccc(N4CCOCC4)cc3)nc3ncccn23)cc1C returned TDP1 inh 10%&1%, DT40 TDP1 no CPT inconclusive and TDP1 cell CPT inconclusive.
COc1ccc(N2CCN(C(=O)c3ccc4c(c3)CC(c3ccccc3)OC4=O)CC2)cc1 (stereo not given) was read as TDP1 inh 4%, DT40 TDP1 no CPT 21µM* and TDP1 cell CPT inconclusive.
CN(c1ccccc1C(=O)N1CCc2ccccc2C1)S(C)(=O)=O was read as TDP1 inh -2%, DT40 TDP1 no CPT 2% and TDP1 cell CPT 7%.
Screening CCC1OC(C(C)C)Cc2[nH][nH]c(=O)c21 (stereo not given) returned DT40 TDP1 no CPT -18% and TDP1 cell CPT -18%.
O=S(=O)(c1ccccc1)c1cnc2ccccc2c1 was read as TDP1 inh -4%, DT40 TDP1 no CPT -2% and TDP1 cell CPT 3%.
C[C@@H]1CN([C@H](C)CO)C(=O)c2cc(Br)cnc2O[C@H]1CN(C)C was read as DT40 TDP1 no CPT -24% and TDP1 cell CPT -16%.
`C=C(C(=O)Nc1ccccc1)c1ccc(C)cc1` gave TDP1 inh -5%, DT40 TDP1 no CPT -25% and TDP1 cell CPT inconclusive.
O=S(=O)(c1ccccc1)N1CCC(Oc2ccc(-n3cnnn3)cc2)CC1 was read as TDP1 inh 5%, DT40 TDP1 no CPT inconclusive and TDP1 cell CPT inconclusive.
Screening CCCN(CCC)CC(O)CN(c1ccccc1)S(=O)(=O)c1ccc(C)cc1 (stereo not given) returned TDP1 inh 2%, DT40 TDP1 no CPT inconclusive and TDP1 cell CPT inconclusive.
`CCOC(=O)[C@]12CCC=C1N(Cc1ccccc1)C(=O)[C@H](CC(=O)NCC13CC4CC(CC(C4)C1)C3)C2` gave DT40 TDP1 no CPT inconclusive and TDP1 cell CPT inconclusive.
For CCc1ccc(CNC(=O)CSc2c3c(nc4ccc(Cl)cc24)CCCC3)cc1 the results were TDP1 inh 0%, DT40 TDP1 no CPT inconclusive and TDP1 cell CPT -23%.
Cc1cc2c(C)nc(N/N=C/c3ccc([N+](=O)[O-])cc3)nc2o1 was read as TDP1 inh 3%, DT40 TDP1 no CPT inconclusive and TDP1 cell CPT -5%.
Screening C=CCn1c(Cc2ccc(OC(C)C)c(Cl)c2)nnc1SCC(N)=O returned TDP1 inh 0%, DT40 TDP1 no CPT -5% and TDP1 cell CPT 6%.
For COCCCNC(=O)c1cc2cc3cc(OC)ccc3nc2o1 the results were DT40 TDP1 no CPT inconclusive and TDP1 cell CPT -16%.
`O=C(CCCN1C(=O)/C(=C\c2cccs2)SC1=S)NNC(=O)c1ccncc1` gave TDP1 inh 3%, DT40 TDP1 no CPT -25% and TDP1 cell CPT -21%.
Screening CCC(C)N(C(=O)CSc1nnc(-c2ccco2)n1C)C1CCS(=O)(=O)C1 (stereo not given) returned DT40 TDP1 no CPT -1% and TDP1 cell CPT 8%.
For Cc1ccc(-n2c3nc(=O)[nH]c(=O)c-3cc3c(C)nn(-c4ccccc4)c32)cc1C the results were TDP1 inh 0%, DT40 TDP1 no CPT -7% and TDP1 cell CPT -13%.
For Cn1c(=O)c2c(nc(Cl)n2CC(=O)N2CCCCC2)n(C)c1=O the results were TDP1 inh 0%, DT40 TDP1 no CPT -7% and TDP1 cell CPT 6%.
`O=C(CCN1C(=O)C2C3C=CC(C3)C2C1=O)NCCc1ccccc1Cl` (stereo not given) gave TDP1 inh 1%, DT40 TDP1 no CPT -7% and TDP1 cell CPT -12%.
`Cc1ccc(S(=O)(=O)Nc2nnc(C(C)(C)C)s2)cc1` gave DT40 TDP1 no CPT 3% and TDP1 cell CPT -11%.
For Cc1ccccc1OCCCC(=O)NCc1ccco1 the results were TDP1 inh -4%, DT40 TDP1 no CPT -7% and TDP1 cell CPT -6%.

3 records picked at random from those above, as already listed:
O=S(=O)(c1ccccc1)c1cnc2ccccc2c1 was read as TDP1 inh -4%, DT40 TDP1 no CPT -2% and TDP1 cell CPT 3%.
COc1ccc(N2CCN(C(=O)c3ccc4c(c3)CC(c3ccccc3)OC4=O)CC2)cc1 (stereo not given) was read as TDP1 inh 4%, DT40 TDP1 no CPT 21µM* and TDP1 cell CPT inconclusive.
`CCOC(=O)[C@]12CCC=C1N(Cc1ccccc1)C(=O)[C@H](CC(=O)NCC13CC4CC(CC(C4)C1)C3)C2` gave DT40 TDP1 no CPT inconclusive and TDP1 cell CPT inconclusive.

Carrying on.
COc1ccc(C(=O)Nc2ccc(-c3n[nH]c(=S)o3)cc2)cc1 was read as DT40 TDP1 no CPT 3% and TDP1 cell CPT 9%.
`O=C(Cc1cccc(C(F)(F)F)c1)Nc1ccccc1N1CCCC1` gave TDP1 inh 2%, DT40 TDP1 no CPT inconclusive and TDP1 cell CPT inconclusive.
For Cn1nc(CSc2ccccc2)c(C=O)c1Cl the results were TDP1 inh 3%, DT40 TDP1 no CPT -10% and TDP1 cell CPT -1%.
N#Cc1cccc(NC(=O)N2CC3(CCN(C(=O)c4cc(C(F)(F)F)cc(C(F)(F)F)c4)CC3)C2)c1 was read as DT40 TDP1 no CPT -21% and TDP1 cell CPT -3%.
Screening COc1cc(OC)cc(-n2c(=O)c3sccc3n(Cc3c(C)cc(C)cc3C)c2=O)c1 returned TDP1 inh 5%, DT40 TDP1 no CPT 0% and TDP1 cell CPT -5%.
Screening COc1cccc(C(=O)CN2C(=O)C(C)(C)Oc3ccc(C(=O)N4CCOCC4)cc32)c1 returned DT40 TDP1 no CPT -5% and TDP1 cell CPT -3%.
COc1ccc(C(=O)n2nnc3ccccc32)cc1Br was read as TDP1 inh 7%, DT40 TDP1 no CPT inconclusive and TDP1 cell CPT 16µM*.
For CCc1nc2ccc(C(=O)Nc3cccc(OCC(=O)N(C)C)c3)cn2c1N(CCN(C)C)CC1CC1 the results were DT40 TDP1 no CPT 0% and TDP1 cell CPT 0%.
Screening CCN(CC)S(=O)(=O)c1ccc(N=Cc2c(C)c(C#N)c(=O)n(C)c2O)cc1 returned TDP1 inh 8%, DT40 TDP1 no CPT -15% and TDP1 cell CPT -16%.
O=c1n(Cc2ccccc2Cl)c2sc3c(c2c2ncnn12)CCCC3 was read as TDP1 inh 10%, DT40 TDP1 no CPT inconclusive and TDP1 cell CPT inconclusive.
`Cc1[nH]c(C(=O)O)c(C)c1C(=O)OC(C)C` gave TDP1 inh 7%, DT40 TDP1 no CPT -15% and TDP1 cell CPT -17%.
For CC(=O)N1CCC2(CC1)CN(Cc1ccc(C#N)cc1)C2 the results were DT40 TDP1 no CPT -7% and TDP1 cell CPT -2%.
`COc1cc2nc(N3CCOCC3)nc(NC3CC3)c2cc1OC` gave DT40 TDP1 no CPT 13µM* and TDP1 cell CPT 13µM*.
Screening CC1CCN(C(=O)COC(=O)Cn2cnc3c2c(=O)n(C)c(=O)n3C)CC1 returned TDP1 inh 6%, DT40 TDP1 no CPT inconclusive and TDP1 cell CPT 1%.
`O=C(Nc1ccc2oc(-c3cccnc3)nc2c1)c1ccc(-c2ccccc2)o1` gave TDP1 inh -3%[12.3 µM], DT40 TDP1 no CPT 9.2µM* and TDP1 cell CPT 12µM*.
`COc1ccc(N(CC(=O)Nc2ccc(S(=O)(=O)N3CCCCC3)cc2)S(C)(=O)=O)cc1OC` gave TDP1 inh 5%, DT40 TDP1 no CPT inconclusive and TDP1 cell CPT inconclusive.
`CCCCCCCCC(=O)N/N=C(\C)c1ccc(O)cc1O` gave TDP1 inh 0%, DT40 TDP1 no CPT inconclusive and TDP1 cell CPT inconclusive.
O=S(=O)(c1ccc(Cl)cc1)N1CCCN(c2nc3ccc(Cl)cc3s2)CC1 was read as TDP1 inh 6%, DT40 TDP1 no CPT -23% and TDP1 cell CPT -15%.
`Cc1cc(NC(=S)NC(=O)CC(C)C)ccc1Br` gave TDP1 inh 2%, DT40 TDP1 no CPT -21% and TDP1 cell CPT -28%.
`Cc1ccc([N+](=O)[O-])cc1NC(=O)CNC1CCCCC1` gave DT40 TDP1 no CPT -9% and TDP1 cell CPT 5%.
COc1cccc(Cn2c(Cn3c(-c4cnccn4)nc4ccccc43)nc3ccccc32)c1 was read as DT40 TDP1 no CPT inconclusive and TDP1 cell CPT -15%.
For CC(OC(=O)c1cc[n+]([O-])cc1)C(=O)NCc1ccccc1 (stereo not given) the results were DT40 TDP1 no CPT -4% and TDP1 cell CPT -1%.
COC(=O)CSc1nc2sc3c(c2c(=O)n1-c1ccc(OC)cc1)CCN(C)C3 was read as DT40 TDP1 no CPT -29% and TDP1 cell CPT inconclusive.

Nothing new here: entries from further up.
COc1ccc(C(=O)Nc2ccc(-c3n[nH]c(=S)o3)cc2)cc1 was read as DT40 TDP1 no CPT 3% and TDP1 cell CPT 9%.
`O=C(Cc1cccc(C(F)(F)F)c1)Nc1ccccc1N1CCCC1` gave TDP1 inh 2%, DT40 TDP1 no CPT inconclusive and TDP1 cell CPT inconclusive.
